hcDAF-12 act: H. contortus DAF-12 nuclear receptor activators, primary screen, cell-based, luminescence, HEK293, lit1-tk-luc reporter; activation, % at 6.8 µM; 370,000 tested, 1.4% active; AID 652067, 2013; HEK293 hcDAF-12 lit1-tk-luc reporter; 0% DMSO, 100% Δ7-dafachronic acid;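 active means activation above the mean of all tested compounds plus 3 SD, cut at about 5.5% in these data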;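 further: 100% = response to 3 µM Δ7-dafachronic acid high control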
FXN GAA850 act: FXN promoter activators, primary screen, cell-based, luciferase luminescence, HEK293 lucGAA850 | HEK293 lucGAA850 FXN promoter luciferase reporter, 24 h; percent of 10 µM SAHA response | activation, % at 6 µM | 360,000 tested, 0.56% active | AID 540364, 2011;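 active means activation above the average of all compounds screened plus 3 SD, cutoff fixed separately per campaign, cut at about 7.5% in these data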;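 further: 0% = DMSO wells and 100% = 10 µM SAHA wells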
ssDAF-12 act: S. stercoralis DAF-12 nuclear receptor activators, primary screen, cell-based, luminescence, HEK293, GRIP1 co-expression, lit1-tk-luc; Nuclear hormone receptor DAF-12 (Strongyloides stercoralis); HEK293 ssDAF-12/GRIP1 lit1-tk-luc reporter; % of 3 µM dafachronic acid response; activation, % at 6.8 µM; 370,000 tested, 1% active;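 active means activation above the mean over all tested compounds plus 3 SD, cut at about 0.9% in these data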;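 further: 0% = DMSO-only wells and 100% = 3 µM delta7-dafachronic acid wells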
DAX1 inh-1: DAX1 (NR0B1) inhibitors, primary screen, cell-based, HEK293, Gal4-DAX1, luciferase luminescence; HEK293 Gal4-DAX1 luciferase reporter; inhibition, % at 6.75 µM; 340,000 tested, 0.99% active; AID 504766, 2011;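 active means inhibition above the mean over all tested compounds plus 3 SD, cut at about 4.2% in these data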;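 further: 0% = DAX1-transfected cells with DMSO and 100% = empty-vector control cells with DMSO; inhibition shows as a rise in luminescence from relieved DAX1 repression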
Target sequence (P51843 207-470 limits assumed): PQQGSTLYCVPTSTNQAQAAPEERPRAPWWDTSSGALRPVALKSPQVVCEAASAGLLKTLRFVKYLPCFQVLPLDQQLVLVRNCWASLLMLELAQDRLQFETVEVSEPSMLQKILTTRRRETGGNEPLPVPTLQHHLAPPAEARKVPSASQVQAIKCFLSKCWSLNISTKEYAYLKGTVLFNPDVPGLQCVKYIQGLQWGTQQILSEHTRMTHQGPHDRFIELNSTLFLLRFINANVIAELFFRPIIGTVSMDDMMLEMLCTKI
KLK7 zymogen act: proKLK7 zymogen activators, primary screen, biochemical, fluorescence intensity. Kallikrein-7 (Homo sapiens), P49862. purified proKLK7, EDANS-DABCYL substrate fluorescence; 100% is mature enzyme control, 0% vehicle. activation, % at 7 µM. 370,000 tested, 0.9% active;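 active means activation above the mean of all tested compounds plus 3 SD, computed per campaign excluding outliers beyond control limits, cut at about 13% in these data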
Target sequence (P49862 whole entry, looked up): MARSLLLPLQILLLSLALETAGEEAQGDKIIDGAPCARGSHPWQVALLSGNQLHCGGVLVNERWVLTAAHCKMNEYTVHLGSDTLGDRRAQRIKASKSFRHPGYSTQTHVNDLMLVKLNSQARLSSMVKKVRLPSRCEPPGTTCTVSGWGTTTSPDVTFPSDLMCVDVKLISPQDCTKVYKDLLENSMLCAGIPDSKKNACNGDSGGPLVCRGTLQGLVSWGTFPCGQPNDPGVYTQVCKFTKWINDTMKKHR
SMARCA2 activ: SMARCA2 (BRM) function activators, primary screen, cell-based, luminescence, high throughput | MG213 cells, MMTV-luciferase reporter, dexamethasone, overnight | activation, % at 9.1 µM | 370,000 tested, 1% active | AID 652017, 2013; in the data active means activation above about 7.8%;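 further: 0% = vehicle wells and 100% = reference activator wells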
sPLA2-III inh: human group III sPLA2 inhibitors, primary screen, biochemical, QFRET, BODIPY PC-A2 liposome substrate; AID 743126, 2013; Group 3 secretory phospholipase A2 (Homo sapiens), Q9NZ20; QFRET BODIPY PC-A2 liposome hydrolysis, fluorescence; 370,000 tested, 0.56% active; inhibition, % at 12.2 µM;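 active means inhibition above mean plus 3 SD of compounds lying within the high and low control bounds, cut at about 19% in these data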;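 further: 0% = median of test compound wells and 100% = no enzyme DMSO wells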
Target sequence (Q9NZ20 whole entry, looked up): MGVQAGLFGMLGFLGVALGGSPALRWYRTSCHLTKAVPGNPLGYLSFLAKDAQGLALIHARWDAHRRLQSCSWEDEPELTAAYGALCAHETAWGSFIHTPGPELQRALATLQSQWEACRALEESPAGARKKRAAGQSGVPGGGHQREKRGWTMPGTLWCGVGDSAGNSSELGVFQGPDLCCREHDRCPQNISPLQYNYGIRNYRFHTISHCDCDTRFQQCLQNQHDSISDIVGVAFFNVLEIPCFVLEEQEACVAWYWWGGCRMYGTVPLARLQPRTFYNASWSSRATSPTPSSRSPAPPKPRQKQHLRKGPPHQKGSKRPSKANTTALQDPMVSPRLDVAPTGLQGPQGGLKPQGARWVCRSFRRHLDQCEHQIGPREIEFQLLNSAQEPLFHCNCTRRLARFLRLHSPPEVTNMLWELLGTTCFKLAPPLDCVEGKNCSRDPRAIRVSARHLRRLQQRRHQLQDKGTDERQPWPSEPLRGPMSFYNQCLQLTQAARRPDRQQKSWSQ
GC-B act: human GC-B receptor activators, primary screen, HEK293 GC-B cells, cGMP TR-FRET, EC30 CNP; Atrial natriuretic peptide receptor 2 (Homo sapiens), P20594; 0% at EC30 CNP, 100% saturating CNP; activation, % at 10 µM; 370,000 tested, 0.11% active;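 active means activation at 10 µM reaching about 35% in either raw or pattern-adjusted values, limit read from the data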
GC-A act: GC-A stimulated cGMP production enhancers – HEK293 GC-A cells, cGMP TR-FRET, EC30 ANP, primary screen; AID 1671463, 2021; activation, % at 10 µM; Atrial natriuretic peptide receptor 1 (Homo sapiens), P16066; 370,000 tested, 0.14% active; 0% at EC30 ANP, 100% saturating ANP; in the data active means activation above about 40%
DAX1 inh-2: DAX1 (NR0B1) inhibitors on StAR promoter, primary screen, cell-based, luminescence, SF-1 (NR5A1), full-length DAX-1. inhibition, % at 6.8 µM. HEK293T StAR-luciferase reporter, SF-1/DAX-1 repression relief. AID 652010, 2013. 370,000 tested, 1.1% active;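 active means inhibition above the mean over all tested compounds plus 3 SD, cut at about 3.6% in these data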;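 further: 0% = DAX-1 cells with DMSO and 100% = cells lacking DAX-1 with DMSO; higher inhibition means more luminescence from relief of DAX-1 repression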
hgDAF-12 ag: H. glycines DAF-12 receptor agonists, primary screen, cell-based, luminescence, HEK293, GAL4 fusion, UAS-luciferase | Nuclear hormone receptor DAF-12 (Heterodera glycines), GAL4 fusion | HEK293 GAL4-hgDAF12 UAS-luciferase reporter, agonist luminescence; normalized to butyrate control | activation, % at 6.8 µM | 370,000 tested, 1.8% active;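 active means activation above a cutoff set at the mean of all screened compounds plus 3 SD, cut at about 10% in these data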;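 further: 0% = DMSO wells and 100% = sodium butyrate wells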
* hit, by the source's call; nt = no result given; & = joins results of further samples.

SMILES	hcDAF-12 act	FXN GAA850 act	ssDAF-12 act	DAX1 inh-1	KLK7 zymogen act	SMARCA2 activ	sPLA2-III inh	GC-B act	GC-A act	DAX1 inh-2	hgDAF-12 ag
COc1cc(OC)c(S(=O)(=O)N2CCN(C(=O)c3ccco3)CC2)cc1NC(C)=O	-2.2	-0.6	-0.1	0.2	0.5	-2	1	3	3	0.7	-0.1
O=C(N/N=C/c1cccc([N+](=O)[O-])c1)c1ccc(Br)cc1	0.0	1.5	-1.3	-0.3	-0.1	-2	7	-1	3	0.9	2.1
CCCN(c1ccc(OCC)cc1)c1ncnc2nc[nH]c12	0.8	2.1	-1.3	0.5	0.5	-5	-8	-3	-1	1.5	5.0
COC(=O)c1cccc(Nc2nc3ccccc3nc2C)c1	-1.5	1.9	-1.5	-1.4	-0.5	-1	-20	4	11	-1.1	1.6
CCOC(=O)N1CCc2c(sc(NC(=O)Cc3ccccc3)c2C(=O)c2ccc(OC)cc2)C1	-0.2	3.0	-0.2	0.1	0.6	-3	17	6	-1	-0.2	-0.8
COc1cc2c(cc1OC)C1(CCCC1)C(N)=C2C#N	-0.9	1.1	-1.5	0.4	0.6	-1	-5	-25	-30	-0.1	-1.8
COCCN(C(=O)c1ccc(N2CCCC2=O)cc1)c1c(N)n(Cc2ccccc2)c(=O)[nH]c1=O	-0.5	0.9	-1.1	-0.7	0.4	-1	9	4	-1	-0.3	3.7
CSCC[C@H](NC(=O)c1ccc2ccccc2c1)C(=O)N1CCC2(CC1)NCCc1[nH]cnc12	-0.8	2.2	-1.1	-0.4	1.1	-3	-7	0	2	1.0	0.5
CCOc1cc(C(=O)Nc2cccc(OCC(=O)N3CCOCC3)c2)cc(OCC)c1OCC	-0.8	-2.4	-1.3	-1.4	0.0	-1	3	-1	-2	-0.1	-0.7
CCc1nnc(NC(=O)c2ccc(Cl)c(S(=O)(=O)N3CCc4ccccc43)c2)s1	-1.5	3.1	-1.0	-0.8	-0.3	-1	-23	1	-2	-0.9	-0.2
N#CCN=C(c1ccccc1)c1ccccc1	-0.3	0.3	-0.8	-0.7	-0.8	0	0	6	1	-0.2	0.1
CCCCCn1c(SCCC(C)C)nc2c1c(=O)[nH]c(=O)n2C	2.5	2.5	-0.5	-0.7	-0.4	-2	4	3	2	1.2	0.3
CC12CCC(C[N+](C)(C)C1)C2(C)C (stereo unspecified)	-1.1	0.0	-0.6	2.8	0.0	-2	-1	0	0	-0.4	-1.9
Clc1ccc(-n2ncc3c(NCc4cccs4)ncnc32)cc1	0.2	2.3	-1.0	2.6	-0.2	3	7	-7	6	0.7	3.3
COCCCNc1nc(N)c([N+](=O)[O-])c(NC2CCCCC2)n1	-2.0	3.9	-1.5	1.7	0.3	3	-2	0	7	0.3	-1.3
O=C(Nc1c2c(nn1-c1ccc(F)cc1)CS(=O)(=O)C2)c1ccc(Br)o1	-1.6	0.2	-1.3	1.2	0.1	-2	-8	-2	-3	0.2	-0.3
CCOC1Cc2ccccc2N(C(N)=O)c2ccccc21 (stereo unspecified)	-1.4	-0.2	-1.1	-1.7	-0.2	-2	1	-2	0	0.1	-0.8
CN(C)S(=O)(=O)c1ccc(C(=O)NCCSc2ccccc2)cc1	3.9	0.1	-0.4	0.9	-0.2	4	0	0	8	0.1	5.5
CCOC(=O)c1c(N)sn(-c2ccccc2)c1=S	-0.1	0.0	-1.0	0.3	-0.7	0	4	1	9	-0.1	-1.1
CC(=O)c1ccc(-n2c(C)c(C(C)=O)c3cc(O)ccc32)cc1	-1.0	-1.3	-1.3	-1.0	0.2	-2	11	-5	7	-0.1	-0.8
CCCn1c(SCC(N)=O)nnc1-c1ccco1	-3.3	-0.2	-0.7	0.2	-0.2	4	5	9	6	0.1	0.1
COc1ccc(S(=O)(=O)NCC2CCC(C(=O)N3CCC4(CC3)OCCO4)CC2)cc1 (stereo unspecified)	2.8	-1.7	-1.2	-0.8	0.1	0	0	-3	-1	0.6	-0.8
COCCCNC(=O)C[C@H]1C[C@@]2(C(=O)OC)C(=C[C@H](C(C)C)O[C@@H]2C2CC2)N(Cc2ccccc2)C1=O	-0.2	nt	-0.9	nt	0.2	-2	5	-5	1	1.2	-0.1
CCCCN(C)C(=O)CC(NS(=O)(=O)c1ccc(NC(C)=O)cc1)C(C)C (stereo unspecified)	-0.9	2.0	-1.0	-0.6	-0.2	-4	2	-3	-2	-0.6	1.1
O=C(Cc1ccc(F)cc1)N1CCN(c2ccc([N+](=O)[O-])cc2)CC1	-3.7	-14	-1.4	-4.7	0.5	-3	-11	-4	1	-1.2	-3.0
CCc1ccccc1NC(=O)/C(C#N)=C\c1ccc(Sc2ccccc2)o1	-2.6	1.2	-1.8	-1.6	-0.6	-3	-3	-6	-8	-1.4	-0.3
N#Cc1ccc(OCCOCCNC2CCCC2)cc1	-1.4	2.3	-1.4	0.3	-0.6	1	-2	-3	0	0.0	-1.4
C[C@@H]1CN([C@@H](C)CO)C(=O)CCCn2nncc2CO[C@H]1CN(C)S(C)(=O)=O	-0.4	0.8	-0.3	1.3	-0.1	2	4	6	4	-1.1	-0.1
CCCC(=O)NC(c1ccc(Cl)cc1Cl)c1ccc2cccnc2c1O (stereo unspecified)	-3.3	-7.2	-1.1	-4.0	0.4	-1	26*	-5	-3	-1.7	-10
COC(=O)c1cc(NC(=O)Nc2cccc(Cl)c2)ccc1Cl	-1.9	0.7	-1.8	-1.3	-0.1	-6	-39	1	-7	-0.2	2.9
CCn1c(SCC(=O)NCCc2ccccc2)nnc1-c1cccs1	-0.2	-0.4	-1.4	-1.0	-0.8	-4	1	-2	-3	-0.3	-3.3
O=C(N/N=C/c1ccncc1)C12CC3CC(CC(C3)C1)C2	2.3	2.2	-0.1	-1.3	-0.7	5	3	-1	0	0.7	3.5
CCCCN1C(C)=CC(=C2C(=O)c3ccccc3C2=O)C=C1C	7.5*	1.8	0.1	0.7	-0.6	3	2	-6	23	6.7*	22*
CCOC(=O)c1c(-c2ccccc2)nc2ccc(Cl)cn12	-1.4	6.7	-1.6	0.0	0.0	-2	1	-11	-11	-1.8	-1.3
Cn1c(=O)cc2c3c(c(N4CCCCC4)ccc31)C(=O)c1ccccc1-2	-1.2	3.4	-0.6	nt	0.0	-1	10	2	15	-0.2	-1.9
Nc1nc(SCC(=O)Nc2ccc(Cl)cn2)n[nH]1	-2.1	0.5	-0.4	0.3	0.6	1	-3	0	0	-0.1	-1.6
O=S(=O)(N[C@H](CO)Cc1ccccc1)c1ccc(Br)cc1F	-0.4	0.5	-1.2	-1.2	-0.3	-1	0	1	-1	-0.1	0.6
CC(C)(C)c1cc(C(=O)N/N=C/c2ccccc2O)n(-c2ccccc2)n1	0.6	-0.2	0.5	0.3	-1.4	-2	28*	5	-15	-1.2	-2.4
O=C(N/N=C/c1ccncc1)c1ccccc1OCc1ccc(Br)cc1	-3.1	-1.8	-2.4	-3.0	0.3	-4	-7	-11	-8	-1.1	-3.7
COc1ccc(C(C)=O)cc1COc1cc(C)c(Cl)c(C)c1	-0.4	-1.6	-0.9	nt	-0.4	-1	-4	-10	-2	-0.4	1.4
CS(=O)(=O)N1CCC(C(=O)Nc2cccc(C(F)(F)F)c2)CC1	-0.4	0.7	-1.0	-0.6	0.4	-1	-6	-1	2	-0.4	2.8
O/N=C\c1cccn1-c1ccc(Br)cc1	1.0	0.2	-0.8	0.8	-0.4	-2	5	-3	1	-0.7	0.2
CCCCn1nnnc1C(c1ccccc1)N1CCN(c2cccc(C(F)(F)F)n2)CC1 (stereo unspecified)	0.0	nt	-1.0	nt	-1.6	-6	-1	2	2	-1.5	0.6
O=C(O)CCC(=O)NCCn1c(-c2ccccc2)csc1=Nc1ccccc1	1.2	1.2&2.1	-0.8	0.6&-0.5	0.3	-3	-2	1	0	-0.5	2.4
O=C1C=C(OCCF)CC(c2ccc(Br)cc2)O1 (stereo unspecified)	-2.1	nt	-0.5	nt	-0.2	-4	2	-6	5	-0.9	-2.6

Single records, as listed above. Screens in order: hcDAF-12 act	FXN GAA850 act	ssDAF-12 act	DAX1 inh-1	KLK7 zymogen act	SMARCA2 activ	sPLA2-III inh	GC-B act	GC-A act	DAX1 inh-2	hgDAF-12 ag
`CS(=O)(=O)N1CCC(C(=O)Nc2cccc(C(F)(F)F)c2)CC1` in the list: -0.4	0.7	-1.0	-0.6	0.4	-1	-6	-1	2	-0.4	2.8
`O=C(N/N=C/c1ccncc1)c1ccccc1OCc1ccc(Br)cc1` in the list: -3.1	-1.8	-2.4	-3.0	0.3	-4	-7	-11	-8	-1.1	-3.7

Other structures follow:
SMILES	hcDAF-12 act	FXN GAA850 act	ssDAF-12 act	DAX1 inh-1	KLK7 zymogen act	SMARCA2 activ	sPLA2-III inh	GC-B act	GC-A act	DAX1 inh-2	hgDAF-12 ag
CC1CCCN(c2ccc(C(=O)Nc3ccc4c(c3)OCO4)cc2[N+](=O)[O-])C1 (stereo unspecified)	-3.6	-1.1	-1.2	-1.7	0.1	-3	3	3	3	-0.1	0.5
CCN(CC)S(=O)(=O)c1cccc(-c2nnc(SC(C)C(=O)NCCC3=CCCCC3)o2)c1 (stereo unspecified)	-1.3	-0.1	-1.2	-0.4	0.5	3	-4	0	-1	-0.4	-2.5
O=C1NCCN(Cc2ccc(-c3ccccc3)cc2)C1CC(=O)N1CCN(CCO)CC1 (stereo unspecified)	-1.6	0.9	-0.9	-0.3	-0.3	-3	-2	-7	-4	-0.6	-2.7
O=C(NCC1COc2ccccc2O1)c1ccc(NC(=O)C2CCCO2)cc1 (stereo unspecified)	-2.9	2.2	-1.1	1.3	-0.2	3	0	1	-2	-0.5	-1.6
O=C(COC(=O)C1CCCCC1)Nc1ccc(S(=O)(=O)N2CCOCC2)cc1	1.0	0.1	-1.5	0.3	0.1	3	-12	2	0	-0.4	3.4
O=C(CN1C(=O)C(=O)N(Cc2ccccc2)C1=O)Nc1cc(Cl)cc(Cl)c1	-1.1	1.7	-2.1	0.1	0.2	0	-8	-4	-3	-0.3	3.4
Cn1cccc1/C=N/NC(=O)c1ccncc1	6.2*	0.6	-0.8	nt	0.0	-4	-3	1	5	-0.1	-0.8
N#Cc1ccccc1OCCCN1CCC(Cc2ccccc2)CC1	-0.8	-0.7	-1.5	-0.3	-0.7	3	-10	-18	-40	0.0	-1.5

Assay outcomes deposited in PubChem BioAssay by several laboratories.
